# BL2 CD40 inh = inhibitors of CD40-induced NF-kB signaling, primary screen, BL2 cells, luciferase reporter, single point; 0.94% of 83,000 active; CD40L-induced, 4 h; inhibition, % at 10 µM;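 active means mean inhibition of at least 50% with a set share of replicates also reaching that level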;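 further: 0% = neutral control wells and 100% = IKK inhibitor VII at 50 µM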
# Active calls of the source: *; & = joins results of further samples; [ ] = another dose, or the depositor's remark.
BL2 CD40 inh | compound
3 | CN(C(=O)Cn1c(=O)oc2ccccc21)C1CCCCC1
-5[25 µM] | CC=Cc1ccc2n(c1=O)C[C@H]1[C@H](CO)[C@@H](C(=O)NCCC)[C@@H]2N1Cc1ccccc1OC (mixture of isomers)
21 | COc1ccc(C(=O)N(C)CC(O)c2ccccc2)cc1OC1CCN(C(C)=O)CC1 (stereo not given)
1[25 µM] | CC(C)NC[C@@H]1[C@H](c2ccc(C3=CCCCC3)cc2)[C@H](CO)N1S(C)(=O)=O
-54 | Cc1[nH]c2ccccc2c1N=Nc1ccccc1F
-3[25 µM] | COc1ccc(NC(=O)Nc2ccc3c(c2)[C@H]2C[C@H](CC(=O)NCC(F)(F)F)O[C@H](CO)[C@H]2O3)cc1
-2 | O=C(N[C@H]1CC[C@H](CCNC(=O)C2CCCC2)O[C@H]1CO)c1ccccn1
7 | CC(C)(C)C(=O)NC(=S)NNC(=O)c1ccncc1
7 | Cc1ncc(C)c2c([N+](=O)[O-])cccc12
11 | CC1(C)CC(N(Cc2ccco2)C(=O)Cc2ccccc2)CCO1 (stereo not given)
-22[25 µM] | C[C@@H]1CN([C@@H](C)CO)C(=O)c2ccccc2-c2ccccc2CO[C@H]1CN(C)C(=O)CCC(F)(F)F
-2 | O=C(Nc1ccnc(-c2ccncc2)n1)c1ccccc1Cl
-4[25 µM] | CO[C@@H]1CN(C)C(=O)c2cc(NC(C)=O)ccc2OC[C@H](C)N(C(=O)Cc2ccccn2)C[C@H]1C
-26 | NC(=O)c1c(NC(=O)Cc2cccs2)sc2c1CCC2
-27 | O=C(Nc1ccccc1)N1C[C@H]2[C@@H](c3ccccc31)[C@H](CO)N2C(=O)c1ccccc1F
-2 | CN(c1ccccc1)S(=O)(=O)c1cccc(NC(=O)C2CCCO2)c1 (stereo not given)
3 | COc1ccc(NC(=O)CCn2nc(C)cc2C)cc1
3 | COc1ccc(S(=O)(=O)N(C)C[C@@H]2OCCCC[C@@H](C)Oc3ccc(NS(=O)(=O)c4ccc(Cl)cc4)cc3C(=O)N([C@@H](C)CO)C[C@H]2C)cc1
17[25 µM] | N#C[C@H]1[C@@H](c2ccccc2-c2cccc(F)c2)[C@@H](CO)N1C(=O)C1CCCCC1
-19 | COc1cc(/C=C/c2nnc3c4ccccc4ncn23)cc(OC)c1OC

# Sorted by SMILES length (highest first): part of the list above
BL2 CD40 inh | compound
3 | COc1ccc(S(=O)(=O)N(C)C[C@@H]2OCCCC[C@@H](C)Oc3ccc(NS(=O)(=O)c4ccc(Cl)cc4)cc3C(=O)N([C@@H](C)CO)C[C@H]2C)cc1
-5[25 µM] | CC=Cc1ccc2n(c1=O)C[C@H]1[C@H](CO)[C@@H](C(=O)NCCC)[C@@H]2N1Cc1ccccc1OC (mixture of isomers)
21 | COc1ccc(C(=O)N(C)CC(O)c2ccccc2)cc1OC1CCN(C(C)=O)CC1 (stereo not given)
7 | Cc1ncc(C)c2c([N+](=O)[O-])cccc12

# The listing continues:
BL2 CD40 inh | compound
7 | CC(C)OC(=O)Cn1c(=O)sc2ccccc21
-8[25 µM] | O=C(NCC(F)(F)F)[C@@H]1[C@@H](CO)[C@@H]2Cn3c(cccc3=O)[C@@H]2N1C(=O)c1ccccc1F
7 | Cc1c(NC(=O)COC(=O)/C=C/c2cccc(Cl)c2)c(=O)n(-c2ccccc2)n1C
5 | CC(=O)Nc1ccc(-c2csc(NC(=O)C3CSC4(C)CCC(=O)N34)n2)cc1 (stereo not given)
-18 | O=C(C1CCC1)N1C[C@H]2[C@@H](c3ccccc31)[C@@H](CO)N2C(=O)Cc1ccccn1
14 | Cc1ccc(S(=O)(=O)NCC(=O)OCC(=O)c2cccs2)cc1
2 | CC(NC(=O)COc1ccc(Br)cc1)C(=O)O (stereo not given)
6 | COc1ccccc1Oc1ccc(N2CC(C(=O)OCC(=O)c3ccccc3)CC2=O)cc1 (stereo not given)
-26 | CN=C(Nc1ccc(C(=O)OC)s1)c1ccc(Cl)cc1
1 | CN1CCN(C(=O)C[C@H]2CC[C@@H]3[C@@H](COc4ccc(NC(=O)C5CCC5)cc4C(=O)N3C)O2)CC1
-11 | Cc1ccc(C)c(S(=O)(=O)N2CCN(Cc3cc4c(cc3O)OCO4)CC2)c1
-13 | COc1ccccc1C(=O)NCCC(=O)NCC(c1ccccc1OC)N1CCCC1 (stereo not given)
3[25 µM] | CCC(=O)NC[C@H]1[C@@H](c2ccccc2)[C@H](CO)N1C(=O)C1CC1
-11&-1 | COc1ccc(C(=O)N2c3cc4c(cc3C(C)=CC2(C)C)OCO4)cc1
-15 | O=C(COc1ncnc2sccc12)Nc1ccc2c(c1)OCCO2
10 | CC1(C)c2ccccc2N(CC(N)=O)C12C=Cc1ccccc1O2 (stereo not given)
-2 | Cc1ccc(CSc2nnc(CNc3ccc(F)cc3)o2)cc1
2 | Cc1ccc(CN(C(=O)N2CCN(C)CC2)S(=O)(=O)c2ccc(C)cc2)cc1
-3 | CCOC(=O)CNC(=O)CCNS(=O)(=O)c1ccc2c(c1)c(=O)n(C)c(=O)n2C
2 | CCCCC(CC)C(=O)Nc1ccccc1C#N (stereo not given)
-12&10 | CC(=O)Nc1ccccc1O
15 | Cc1csc(NC(=O)CN2C(=O)c3ccccc3S2(=O)=O)n1
-29[25 µM] | C[C@@H]1CN([C@H](C)CO)C(=O)c2ccccc2-c2ccccc2CO[C@@H]1CN(C)Cc1cccnc1
8 | CN1CCN(C(=O)c2cnn3c(C(F)F)cc(C4CC4)nc23)CC1
-14[25 µM] | CN(C)CC(=O)N1C[C@H]2[C@@H](c3ccccc31)[C@@H](CO)N2C(=O)c1ccccn1
8 | CS(=O)(=O)N1CCC(C(=O)NCc2ccc(F)cc2)CC1
4 | COc1ccc(C(CNC(=O)c2ccc(NS(=O)(=O)c3ccccc3)cc2)N2CCOCC2)cc1 (stereo not given)
92* | Cc1nc(-c2ccc(F)cc2)c(CC(=O)N(C)CC(=O)Nc2ccc(Br)cc2C)s1
2 | CC(C)C(=O)NCCc1nc2ccccc2n1C
2[25 µM] | CO[C@H]1CC[C@H]2CCOc3ccc(C#N)cc3C(=O)N(C)[C@@H](C)C(=O)N(C)C[C@@H]1O2
8 | CCOC(=O)C1(Cc2ccccc2Cl)CCN(Cc2csc(C(C)=O)c2)CC1
-11 | CO[C@H]1CN(C)C(=O)c2cc(NC(=O)C3CC3)ccc2OC[C@@H](C)N(C(=O)C2CCOCC2)C[C@H]1C
10 | NC(=O)C1CCN(C(=O)CN2C(=O)c3ccccc3S2(=O)=O)CC1
6 | COc1cccc(CNC(=O)Cc2nc3nc(C)cc(C)n3n2)c1
13 | O=[N+]([O-])c1ccc(N2CCN(c3ccc(Cl)nn3)CC2)cc1NC1CC1
-5 | COc1ccc(C(=O)Nc2ccccc2C(=O)N/N=C/c2ccco2)cc1
-33 | O=C(Nc1nc(-c2ccc(-c3ccccc3)cc2)cs1)C1CCCO1 (stereo not given)
-79 | CN(Cc1nccs1)C(=O)c1ccc2nc(Cc3ccccc3F)oc2c1
6[25 µM] | CC(C)CN(C[C@H]1N[C@H](CO)[C@@H]1c1ccccc1)C(=O)CN(C)C
-11[25 µM] | CCCNC(=O)N1C[C@H]2[C@@H](c3ccccc31)[C@@H](CO)N2C(=O)Nc1ccccc1F
16 | CCC(C)[C@H](NC(=O)NCc1ccc(Cl)cc1)C(=O)O (stereo not given in full)
8[25 µM] | COc1ccc(S(=O)(=O)N(C)C[C@@H]2OCCCC[C@H](C)Oc3ccc(NC(=O)Cc4ccccc4)cc3C(=O)N([C@H](C)CO)C[C@H]2C)cc1
6 | CCOc1ccc2oc(-c3ccccc3)c(C(=O)O)c2c1
-3 | O=C(CCc1ccccc1)NNC(=O)c1ccccc1F
90* | COc1ccccc1NC(=S)NN=C(C)c1ccccn1
4 | Cc1noc(NC(=O)c2cccc(Cl)c2Cl)c1C#N
7 | CCOC(=O)c1cncc(O)c1
-8 | O=C(CSC1=NS(=O)(=O)c2cc(F)ccc2N1)NCc1ccccc1
9 | CC(=O)N1CCN(S(=O)(=O)c2cccc(C(=O)Nc3ccccc3N3CCCCC3)c2)CC1
4 | CC1Cc2ccccc2N1C(=O)NC1CC(=O)N(c2ccc3c(c2)OCCO3)C1 (stereo not given)
14 | O=c1c2cnn(-c3ccccc3)c2ncn1Cc1cccnc1
-18[25 µM] | N#CC(C#N)=C(N)/C(C#N)=C/c1cc(O)c(O)c(O)c1
4 | CC(C)(C)NC(=O)c1ccncc1
7[25 µM] | Cc1ccc(-c2cnc3c(c2)C(=O)N([C@@H](C)CO)C[C@@H](C)[C@@H](CN(C)C(=O)CN(C)C)O3)cc1
4 | CN(C)CCCC1(O)c2ccccc2C=Cc2ccccc21
9 | CN(CC(=O)Nc1ccccc1Br)C(=O)c1ccccc1OCc1ccccc1Cl
6 | Cc1nc(COC(=O)c2cc(O)c3ccccc3c2O)cs1
4[25 µM] | C[C@@H]1CN([C@@H](C)CO)C(=O)CCCn2nncc2CO[C@H]1CN(C)C(=O)OCc1ccccc1
7 | O=C(NNS(=O)(=O)c1ccccc1)c1cnn(-c2ccccc2)c1-n1cccc1
-91 | O=C(Nc1ccc(-c2cn3ccsc3n2)cc1)C1CC1

# (next part)
BL2 CD40 inh | compound
36 | NC1=CC(=O)C(=O)c2cccnc21
3 | CC(=O)N(c1ccccc1)C(C(=O)c1ccccc1)c1ccccc1 (stereo not given)
11 | Cc1cc(=O)[nH]c2ccccc12
-3 | Cc1nn(C2CCS(=O)(=O)C2)c(Cl)c1/C=C/C(=O)OCC(=O)Nc1ccccc1[N+](=O)[O-] (stereo not given)
-18 | COc1cccc(OC)c1C(=O)N1CCN(C(=O)c2ccc(-c3ccccc3)cc2)CC1
3 | O=S(=O)(NC1CCCCCCC1)c1cccs1
-2[25 µM] | CN1[C@H](CO)[C@@H]2c3ccccc3N(C(=O)Nc3cc(F)ccc3F)C[C@@H]21
4 | NC(=O)C1CCCN1Cc1ccc2c(c1)OCO2 (stereo not given)
-4[25 µM] | CN(C)CCCNC(=O)[C@H]1[C@H](CO)[C@H]2Cn3c(ccc(C4=CCCC4)c3=O)[C@H]2N1CCC(F)(F)F
-11[25 µM] | CCCNC(=O)N1CC(=O)N2[C@H](CO)[C@H](c3ccc(-c4ccc(F)cc4)cc3)[C@H]2C1
5 | O=C(c1ccc(Cl)nc1)N1CCN(S(=O)(=O)c2ccc3c(c2)OCCO3)CC1
-8 | COc1ccc(NC(=S)Nc2cccc(C(F)(F)F)c2)c(C)c1
-13 | CC(=O)c1ccc(OCCCC(=O)Nc2cccc(S(=O)(=O)N3CCCCCC3)c2)cc1
2 | O=C(COc1ccc(C(=O)c2ccccc2)cc1)Nc1cccnc1
5[25 µM] | CCCNC(=O)C[C@@H]1CC[C@@H]2[C@H](COC[C@H](O)CN2Cc2ccncc2)O1
2 | COC(=O)c1c(NC(C)=O)csc1C
-1 | CCOC(=O)c1oc2cccc(O)c2c1CN(Cc1ccccc1)C(C)=O
7 | c1ccc(Cn2nnc3c(N4CCOCC4)ncnc32)cc1
-21 | CC(O)c1nc2ccccc2n1Cc1nnc(-c2ccc(Cl)cc2)o1 (stereo not given)
-4 | CO[C@@H]1CN(C)C(=O)c2cc(NC(=O)CC(F)(F)F)ccc2OC[C@@H](C)N(C(=O)C2CCCC2)C[C@H]1C

# Some of these compounds in order of the BL2 CD40 inh value, falling:
Molecule	BL2 CD40 inh
Cc1cc(=O)[nH]c2ccccc12	11
COC(=O)c1c(NC(C)=O)csc1C	2
Cc1nn(C2CCS(=O)(=O)C2)c(Cl)c1/C=C/C(=O)OCC(=O)Nc1ccccc1[N+](=O)[O-] (stereo not given)	-3
COc1cccc(OC)c1C(=O)N1CCN(C(=O)c2ccc(-c3ccccc3)cc2)CC1	-18

# Other compounds
BL2 CD40 inh | compound
6 | Cc1ccc(NS(=O)(=O)c2ccc(C(=O)N3CCN(c4ncccn4)CC3)cc2)cc1
-25 | CN(Cc1cn(-c2ccccc2)nc1-c1cc2ccccc2o1)C(=O)CCC(=O)O
4 | CCOc1ccc2[nH]c(C)c(CN3CCOCC3)c(=O)c2c1
6 | CCOC(=O)/C=C1\SCC(=O)N1CC(=O)N1CCOCC1
-44 | COc1ccccc1-c1cnn2c(NCc3ccccc3)cc(C)nc12
3 | CC(=O)c1cc(CN2CCN(CCc3ccccc3)C(CCO)C2)cs1 (stereo not given)
5[25 µM] | CN(C)C(=O)c1ccc(-c2cccc(-c3nc(C(=O)NCc4ccccc4)cc4c3[C@@H](CCO)N([S@](=O)C(C)(C)C)C4)c2)cc1
17[25 µM] | CN1[C@@H]2Cn3c(ccc(/C=C/c4ccccc4)c3=O)[C@H]1[C@@H](C(=O)NC1Cc3ccccc3C1)[C@@H]2CO
7 | Cc1ccc(NC(=O)CN(C)C(=O)Cn2c(=O)oc3ccccc32)cc1
9 | O=C(NC1CCCCC1)c1ccccc1NC(=O)C1CC(=O)N(c2ccccc2)C1 (stereo not given)
-10 | NCC[C@H]1CC[C@H](NC(=O)c2ccccc2F)[C@@H](CO)O1
3 | CCCS(=O)(=O)Nc1c(OC)ccc2c1c(C(=O)OCC)c(C)n2C
1 | O=C(c1ccccc1F)N1C[C@@H]2[C@H](c3ccccc31)[C@@H](CO)N2C(=O)c1ccccc1
1 | Cc1nn(-c2ccccc2)c2sc(C(=O)O)cc12
-13 | C[C@@H]1CN([C@@H](C)CO)C(=O)c2ccccc2-c2ccccc2CO[C@@H]1CN(C)C(=O)CCN(C)C
1 | N#CCCS(=O)(=O)c1ccc(N)cc1
11 | CCN(CC)S(=O)(=O)c1ccc(CNC(=O)CN2C(=O)NC3(CCc4ccccc43)C2=O)cc1 (stereo not given)
3 | O=C(COC(=O)c1cccnc1Cl)NCCCc1ccccc1
20 | Cc1c(C(=O)N2CCCC2)c(S(=O)(=O)N2CCCCC2)c(C)n1C
-5 | CC(C)(C)[S@@](=O)N1Cc2cc(C(=O)N[C@@H]3CCN(Cc4ccccc4)C3)nc(-c3cccc(-c4cncnc4)c3)c2[C@H]1CCO
4 | COc1cc(-c2nc(CN3CCN(c4ncccn4)CC3)c(C)o2)ccc1F
17 | Clc1ccc(-n2c(SCc3cccc4ccccc34)nnc2-c2cccnc2)cc1
-28 | Cc1ccc(NCCN(C)C)c2c(=O)c3cc(O)ccc3sc12
0[25 µM] | CC(C)NC(=O)N1[C@H](CO)[C@@H](c2ccccc2)C12CN(Cc1cc(F)cc(F)c1)C2

# From PubChem

# An excerpt; rates above refer to the full screens.
